Bioassay records as filed in PubChem BioAssay.
S1P1 ag pot: S1P1 (human) agonism or agonism potentiation; activation, % at 9.5 µM; 56,000 tested, 0.57% active; AID 449; S1P1 CRE-bla cells, forskolin, beta-lactamase FRET, potentiator mode; S1P1 agonist co-added at EC20, 2 nM; 100% = saturating reference agonist, 0% = basal;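 active = activation above a cutoff set at the mean activation of all tested compounds plus 3 SD, cut at about 54% in these data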;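 note: forskolin at 4 µM as EC80 and the EC20 agonist is SEW2871; 100% = SEW2871 at its EC100 plus forskolin at EC80; some compounds past the cut are filed as inactive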
HER2 expr 66K: inhibitors of human Her2 kinase expression; AID 645; SKBR-3 HER2 protein level, AlphaScreen, 18-24 h; active compounds read low; P04626; HER2 level % of control, % at 10 µM; 65,000 tested, 0.69% active;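 active = HER2 level under 5% of the carrier-only control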;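 note: 100% = DMSO carrier and 0% = 500 nM PU-H71 HSP90 inhibitor; lower value means stronger loss of Her2 protein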
Jurkat tox 60K: cytotoxicity toward Jurkat cells; inhibition, % at 4 µM; Jurkat E6.1 viability, ATP luminescence, 48 h; 56,000 tested, 1.2% active;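 active = inhibition above the mean inhibition of all tested compounds plus 3 SD, cut at about 28% in these data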
HEK293 NFkB inh: inhibitors of the PMA/ionomycin-induced NF-kB reporter in HEK293 cells; HEK-293 NF-kB luciferase reporter, luminescence; inhibition, % at 3 µM; 62,000 tested, 0.21% active; AID 465;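 active = inhibition above the mean of all tested compounds plus 3 SD, cut at about 40% in these data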;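 note: 0% = stimulated DMSO wells and 100% = 10 µM reference inhibitor 5653914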
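System: NF-kB luciferase reporter HEK-293 cells | Replication: Single test | Control set: DMSO vs reference inhibitor | Evaluation: % inhibition | Schedule: 1 h pretreatment, 16 h stimulation, 37 °C | Probe or stimulus: PMA with ionomycin | Compound dosing: One dose, 3 µM | Detection: Luciferase luminescence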
HTR1E antagonist: 5-HT1E (human) receptor antagonism; P28566; CHO 5-HT1E Ga15 NFAT-bla reporter, FRET, antagonist; inhibition, % at 6 µM; 65,000 tested, 0.99% active;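 active = inhibition above a set limit, the mean inhibition across every tested compound plus 3 SD, cut at about 29% in these data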;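 note: signal is the 460 over 535 nm emission ratio of beta-lactamase substrate; 0% = agonist plus DMSO wells and 100% = wells without agonist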
Target sequence (P28566 whole entry, looked up): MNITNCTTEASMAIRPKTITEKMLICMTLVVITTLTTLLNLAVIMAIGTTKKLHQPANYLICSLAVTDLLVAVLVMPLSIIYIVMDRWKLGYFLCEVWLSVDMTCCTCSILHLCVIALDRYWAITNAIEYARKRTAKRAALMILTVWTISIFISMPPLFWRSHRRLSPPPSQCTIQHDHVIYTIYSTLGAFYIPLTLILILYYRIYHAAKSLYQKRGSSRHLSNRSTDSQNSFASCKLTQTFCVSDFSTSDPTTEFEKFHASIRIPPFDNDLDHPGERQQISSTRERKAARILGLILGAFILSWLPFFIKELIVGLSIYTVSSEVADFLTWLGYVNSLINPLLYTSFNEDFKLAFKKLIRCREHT
M1 agonist: agonists of M1 muscarinic receptor. CHO-M1 cells, Fluo-4 calcium fluorescence, agonist mode; active compounds read high. B-score at 10 µM. 64,000 tested, 3% active. AID 626;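 active = fluorescence rise, raw or as B-score row- and column-corrected plate score, outside the 99.7% band of its plate's samples, either direction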
S1P3 ag: agonists of human S1P3 receptor | Q99500 | AID 373 | activation, % at 4.5 µM | S1P3 NFAT-BLA reporter cells, agonism, FRET ratio; relative to 1 µM S1P, basal subtracted | 60,000 tested, 0.1% active;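 active = activation above the screen-wide mean plus 3 SD, cut at about 4.5% in these data, passing the limit was not always enough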; note: some compounds called inactive have numbers as strong as hits
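Material: Human S1P3 NFAT-BLA reporter CHO cells | Incubation: Overnight plating, 4 h compound 37 °C, 2 h substrate RT | Signal: FRET β-lactamase substrate fluorescence, excitation 405 nm, 460/535 nm emission ratio, background-subtracted | Compound: 4.5 µM final, single dose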
M1 antag: blocks the rat M1 muscarinic receptor response to acetylcholine; P08482; CHO-M1 cells, Fluo-4 calcium, ACh EC80 antagonist mode; active compounds read low; B-score at 10 µM; 64,000 tested, 3.4% active;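 active = calcium fluorescence response, raw or row-and-column corrected B-score, differing from the plate sample mean either way at a set confidence level, mostly lower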
Target sequence (P08482 whole entry, looked up): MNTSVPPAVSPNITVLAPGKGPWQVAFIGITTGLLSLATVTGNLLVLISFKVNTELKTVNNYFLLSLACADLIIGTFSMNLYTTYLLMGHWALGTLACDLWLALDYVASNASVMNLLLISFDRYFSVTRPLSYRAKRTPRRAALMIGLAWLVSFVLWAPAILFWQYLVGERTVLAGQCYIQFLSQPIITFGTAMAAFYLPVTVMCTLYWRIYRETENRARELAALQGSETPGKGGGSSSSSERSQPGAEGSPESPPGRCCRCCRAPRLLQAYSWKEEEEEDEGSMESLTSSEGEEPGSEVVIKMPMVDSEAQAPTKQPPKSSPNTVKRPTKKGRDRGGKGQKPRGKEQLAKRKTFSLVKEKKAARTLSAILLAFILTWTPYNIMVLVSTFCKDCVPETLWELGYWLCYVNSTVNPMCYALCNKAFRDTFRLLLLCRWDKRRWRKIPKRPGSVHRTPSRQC
5HT1E ag: 5-HT1E (human) receptor agonism | P28566 | CHO 5-HT1E Ga15 NFAT-bla reporter, FRET; 0% DMSO wells, 100% control agonist wells | activation, % at 6 µM | 65,000 tested, 0.69% active;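 active = activation above a set limit, the screen-wide mean activation plus 3 SD, cut at about 8.5% in these data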;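 note: 100% = positive control agonist at 1 µM giving full maximal response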
Active calls of the source: *; nt = not tested or not shown.

smiles	S1P1 ag pot	HER2 expr 66K	Jurkat tox 60K	HEK293 NFkB inh	HTR1E antagonist	M1 agonist	S1P3 ag	M1 antag	5HT1E ag
C=CCSc1nc(C)c(CC(=O)OCCCC)c(=O)[nH]1	-20	88	-1	16	-2	0.97	-0.1	0.36	-0.7
COCCCNC(=O)c1ccccc1SC	nt	103	-5	2	1	-0.71	-0.4	0.62	0.3
CCn1nnnc1SCC(=O)c1cc(OC)ccc1OC	5	75	-3	10	-7	0.14	0.8	0.6	0.5
Cc1ccc(C)c2[nH]c(=O)c(CN(CCN3CCOCC3)Cc3nnnn3CC3CCCO3)cc12 (centres undefined)	3	67	3	-4	7	0.3	-0.2	-0.48	0.5
Cc1cc(C)n(C(=O)CSc2nnc(SCC(=O)n3nc(C)cc3C)s2)n1	5	117	-2	4	-12	-0.19	-1.1	-0.25	0.7
COc1cc(OC)cc(C(=O)NCCN2CCOCC2)c1	-9	92	-1	5	-2	-0.72	-0.1	1.4	-0.9
O=C(c1cccnc1)N1CCN(C(=O)c2cccs2)CC1	nt	78	2	5	1	1.9	-0.7	0.092	0.1
COc1ccc(Br)cc1CNc1ccc(O)cc1	28	98	5	18	10	-0.29	-0.6	-0.16	0.1
O=C(Cn1c(=O)oc2cc(S(=O)(=O)N3CCCC3)ccc21)N1CCN(c2ccccn2)CC1	-12	107	7	0	0	-1	-0.7	0.41	1.5
O=C(O)CC(NC(=O)c1ccccc1NC(=O)c1ccccc1)C(=O)O (centres undefined)	8	86	5	10	11	-0.59	-1.0	0.16	-1.8
O=C(Cn1cnc2c(oc3ccccc32)c1=O)NCc1ccco1	nt	56	nt	11	-3	-0.045	nt	0.32	-1.4
Cc1ccc(OC(C)C(=O)N2CCc3ccccc32)cc1 (centres undefined)	12	77	-1	16	-13	-0.77	1.1	0.44	0.7
O=C(Nc1ccc(S(=O)(=O)N2CCOCC2)cc1)c1cccs1	nt	74	1	9	22	-0.23	-1.2	0.097	-0.7
CCn1c(COc2ccccc2C)nnc1SCC(=O)CC(=O)Nc1ccccc1	25	94	1	6	5	3.3*	-0.8	2.7*	0.2
CSc1nc(-c2ccccc2)nc(SC)c1C(C)=O	-13	150	-6	3	-22	0.048	-0.3	-0.24	0.3
O=C(NCc1cccs1)c1cccnc1C(=O)O	-10	108	1	5	-5	-0.12	-0.6	0.32	-0.3
CC(=O)OC(C(=O)NC1CCCCC1)c1ccncc1 (centres undefined)	-7	117	0	6	6	0.41	-0.8	0.054	-0.2
Cc1cccc(OCCSc2cc(C)nc(N)n2)c1	nt	78	5	5	3	1.2	-0.7	-0.59	0.6
COC(=O)C1=C(C)C(c2ccc(OC)cc2OC)NC(=O)N1 (centres undefined)	-16	88	2	0	1	0.075	-0.8	-0.023	0.3
O=C1CCCCCC1C1(O)C(=O)Nc2ccc(Br)cc21 (centres undefined)	-15	103	-4	-8	-7	-0.49	0.2	0.11	-0.6
CCn1c(SCC(N)=O)nnc1-c1ccc2[nH]c(C)c(C)c2c1	-16	134	6	3	-6	-2.5	-0.4	-0.88	-0.6
CC(=O)/C(C(=N)N1CCN(C(c2ccccc2)c2ccccc2)CC1)=C(\C)O	nt	116	6	12	0	-0.57	-0.2	-1.9	0.7
Cc1cccc(N2CCN(C(=O)CS(=O)(=O)Cc3nc(-c4ccccc4F)oc3C)CC2C)c1 (centres undefined)	36	90	6	8	-4	2.2	0.1	-0.96	0.8
O=C(Cc1ccc(Br)cc1)N1CCN(c2ccccc2)CC1	1	106	-7	4	-5	-0.028	-0.1	0.69	-0.7
Cc1ccc(SCC(=O)NCCCN2CCOCC2)cc1	-8	85	1	5	2	-0.83	-0.6	-0.52	-0.7

Full records, quoted from the list. Screens in order: S1P1 ag pot | HER2 expr 66K | Jurkat tox 60K | HEK293 NFkB inh | HTR1E antagonist | M1 agonist | S1P3 ag | M1 antag | 5HT1E ag
O=C(c1cccnc1)N1CCN(C(=O)c2cccs2)CC1 across the screens: nt | 78 | 2 | 5 | 1 | 1.9 | -0.7 | 0.092 | 0.1
O=C(O)CC(NC(=O)c1ccccc1NC(=O)c1ccccc1)C(=O)O (centres undefined) across the screens: 8 | 86 | 5 | 10 | 11 | -0.59 | -1.0 | 0.16 | -1.8

The listing continues:
smiles	S1P1 ag pot	HER2 expr 66K	Jurkat tox 60K	HEK293 NFkB inh	HTR1E antagonist	M1 agonist	S1P3 ag	M1 antag	5HT1E ag
CCCN(CC1CC1)C(=O)Nc1ccccc1C	-18	122	1	18	-4	-0.63	-0.9	0.62	-1.2
COc1ccc(CCNC(=O)C2CCCN(S(=O)(=O)c3cccc4nonc34)C2)cc1OC (centres undefined)	nt	59	nt	15	3	0.97	nt	0.77	-0.1
COc1ccccc1N1CCN(Cc2ccc(OC)c(OC)c2OC)CC1	-23	121	7	20	-1	-2.6*	-2.1	-6.3*	31*
CC(=O)OCC(OC(C)=O)C(OC(C)=O)C(OC(C)=O)C(=O)Nc1ccc(C)cc1 (centres undefined)	-19	96	0	10	6	-0.019	0.6	-0.015	-0.3
CCOc1ccc(OCC)c(NC(=O)CSc2nc3ccccc3c(=O)n2C)c1	12	53	14	13	3	-0.1	-1.1	0.29	0.0
O=C(CSc1ccc2nnc(-c3cccnc3)n2n1)NCc1ccc2c(c1)OCO2	7	-17*	-2	6	-4	1.1	-0.2	0.23	-0.5
Clc1ccccc1OCc1nc(-c2ccncc2)no1	nt	117	1	-28	-3	-0.45	-0.6	-1.3	1.3
CC1Cc2nc(SCC(N)=O)n(C)c(=O)c2S1 (centres undefined)	-24	100	9	16	-7	-0.094	0.1	0.028	0.6
O=C(O)C1CSC2(c3ccc4c(c3)OCCO4)CCC(=O)N12 (centres undefined)	18	94	3	7	10	-0.022	0.7	-0.38	-0.1
Cc1cc(Nc2ccc3ccccc3c2)n2ncnc2n1	-8	98	nt	nt	-15	0.058	-2.1	-0.017	-0.5
O=C(CCNS(=O)(=O)c1cccs1)NCc1ccco1	nt	69	nt	21	0	0	nt	0.1	-0.1
COc1ccc(CCN(C(=O)c2ccc(F)cc2)C2=CC3CCC(C2)N3C)cc1OC (centres undefined)	2	104	1	18	6	1.1	-0.2	-0.62	0.7
COc1ccc(C2CC(c3ccccc3)Nc3nc(N)nn32)cc1 (centres undefined)	-4	58	nt	nt	-4	0.68	-3.8	-0.0047	-1.1
CC(=O)c1c(N2CCCCC2)nc(=S)n(-c2ccccc2)c1C	-17	123	2	14	5	0.063	-1.3	-0.23	-0.2
O=C1c2cccnc2C(=O)N1Cc1ccco1	nt	97	-2	8	-7	0.69	0.1	0.29	0.7
CCOc1ccc(S(=O)(=O)N2CCN(c3ccc(OC)cc3)CC2)c2cccnc12	12	140	6	6	-4	-1.1	1.2	0.046	-0.3
C=C(C)Cc1c(C)nc(-c2ccccc2)[nH]c1=O	-28	153	3	14	-4	nt	-0.7	nt	0.7
COCCCNC(=O)Cn1ncc2ccsc2c1=O	-20	122	-3	13	-3	-0.45	-0.8	0.8	-0.1
c1ccc2c(c1)nc1sccn12	-9	65	-9	1	0	0.91	-0.7	-2.5*	-0.1
CC(=O)Nc1cc(NC(=O)CCCC(=O)O)ccc1Cl	3	92	-5	12	-7	0.62	-0.5	-0.12	0.2
CCOC(=O)CN1CC23C=CC(O2)C(C(=O)NC2CCCC2)C3C1=O (centres undefined)	-12	100	0	3	3	1.1	-1.3	-0.044	0.1
CCc1ccc(C2N(c3ccc(OC)cc3)C(=O)C3CCCN32)cc1 (centres undefined)	3	59	5	8	-2	-0.27	-0.3	1.3	-0.2
O=C(Nc1cccc(F)c1)C1CC(=O)N(c2ccc(Br)cc2)C1 (centres undefined)	0	107	7	17	-5	-1.2	-1.0	-0.44	-1.0
CCCCN1CCCCC1C(=O)Nc1c(C)cc(C)cc1C (centres undefined)	0	119	-1	18	-7	-0.36	-0.4	0.012	0.6
O=C(NCc1cccnc1)c1cccc(F)c1	-10	89	1	8	1	0.64	-0.1	0.24	0.4
COc1ccc(-c2nc(-c3ccccc3)no2)c(OC)c1	nt	54	2	-6	5	-1.2	-0.4	-0.061	0.9
O=C(CN1CCC(C(=O)c2ccc(F)cc2)CC1)Nc1ccccc1	-3	106	4	9	-17	-1.8	-0.2	-0.14	-1.1
Cn1c(SCC(=O)NCc2ccc3c(c2)OCO3)nnc1-c1cccs1	-2	106	-7	11	-3	0.54	-1.2	0.34	1.2
COC(=O)c1cc2c(cc1Cl)SC(=NCCCN1CCOCC1)NS2(=O)=O	8	106	5	6	-1	-0.54	0.5	0.026	0.6
COc1ccc(-n2ccc(=O)c3c2CCCC3=O)cc1	1	111	nt	nt	-6	0.13	0.3	0.66	2.3
O=C(CN1C(=O)C2CC=CCC2C1=O)NC1=NCCS1 (centres undefined)	21	111	0	-4	1	-0.47	1.1	0.21	-0.6
COc1ccccc1-c1cc(N)n(S(=O)(=O)c2ccc(F)c(C)c2)n1	35	63	3	6	10	-0.31	0.1	0.24	0.1
CCOC(=O)c1c(C)[nH]c(C(=O)CSc2nnnn2-c2ccc(C)cc2)c1C	7	115	-7	18	-6	-0.38	-0.1	-0.57	1.4
COCc1nc(-c2ccc(-c3ccc(C)cc3)nc2OC)no1	-5	87	-1	-4	6	0.18	-1.8	0.47	-0.4
CCCCNc1ncnc2c1cnn2-c1ccc(C)cc1C	21	86	8	14	0	1.1	-1.5	0.92	1.0
CCn1c(N2CCC(C)CC2)nc2c1c(=O)n(C)c(=O)n2C	6	99	8	20	5	-0.26	-0.6	0.043	0.4
